# GC-A act: GC-A (human) enzyme activation. P16066. HEK293 GC-A cells, cGMP TR-FRET, EC30 ANP; 0% at EC30 ANP, 100% saturating ANP. activation, % at 10 µM. 0.14% of 370,000 active; in the data active = activation above about 40%
# Target sequence (P16066 whole entry, looked up): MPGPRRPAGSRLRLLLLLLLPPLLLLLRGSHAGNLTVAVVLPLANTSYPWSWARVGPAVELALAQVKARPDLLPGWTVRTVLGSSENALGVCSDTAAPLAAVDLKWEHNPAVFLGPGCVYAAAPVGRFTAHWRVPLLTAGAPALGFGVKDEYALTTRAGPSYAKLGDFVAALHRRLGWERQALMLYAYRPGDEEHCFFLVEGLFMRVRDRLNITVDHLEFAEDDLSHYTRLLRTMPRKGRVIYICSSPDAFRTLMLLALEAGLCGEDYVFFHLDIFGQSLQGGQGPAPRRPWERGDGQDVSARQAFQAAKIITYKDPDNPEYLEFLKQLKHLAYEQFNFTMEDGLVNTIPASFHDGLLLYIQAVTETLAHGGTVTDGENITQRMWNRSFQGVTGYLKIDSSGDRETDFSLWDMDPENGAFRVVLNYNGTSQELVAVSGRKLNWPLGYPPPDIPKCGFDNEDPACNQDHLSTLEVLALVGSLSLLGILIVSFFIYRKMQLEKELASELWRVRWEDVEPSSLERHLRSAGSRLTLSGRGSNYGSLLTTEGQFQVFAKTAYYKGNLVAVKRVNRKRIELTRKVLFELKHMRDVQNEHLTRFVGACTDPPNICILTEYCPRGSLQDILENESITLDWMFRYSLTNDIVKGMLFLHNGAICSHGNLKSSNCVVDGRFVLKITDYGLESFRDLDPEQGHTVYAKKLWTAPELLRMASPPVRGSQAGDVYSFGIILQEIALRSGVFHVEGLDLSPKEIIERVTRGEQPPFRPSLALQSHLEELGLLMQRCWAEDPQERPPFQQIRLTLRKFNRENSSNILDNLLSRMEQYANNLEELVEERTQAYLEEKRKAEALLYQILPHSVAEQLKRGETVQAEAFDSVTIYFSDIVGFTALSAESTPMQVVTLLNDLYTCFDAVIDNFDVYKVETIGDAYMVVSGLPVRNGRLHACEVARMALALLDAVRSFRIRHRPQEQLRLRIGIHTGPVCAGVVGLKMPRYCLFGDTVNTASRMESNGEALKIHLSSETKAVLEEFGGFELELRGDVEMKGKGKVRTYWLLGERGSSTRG
# GAA850 FXN act: increases GAA850 frataxin promoter reporter activity | HEK293 lucGAA850 FXN promoter luciferase reporter, 24 h; percent of 10 µM SAHA response | activation, % at 6 µM | 0.56% of 360,000 active | AID 540364;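 active = activation above the average of all compounds screened plus 3 SD, cutoff fixed separately per campaign, cut at about 7.5% in these data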;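 also: 0% = DMSO wells and 100% = 10 µM SAHA wells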
# SMARCA2 act: increases SMARCA2 function in MMTV reporter cells | MG213 cells, MMTV-luciferase reporter, dexamethasone, overnight | activation, % at 9.1 µM | 1% of 370,000 active | AID 652017; in the data active = activation above about 7.8%;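 also: 0% = vehicle wells and 100% = reference activator wells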
# ADAM10 inh: inhibitors of human ADAM10; O14672; recombinant ADAM10, EDANS/DABCYL FRET peptide cleavage, 3 h; inhibition, % at 7 µM; 0.62% of 370,000 active;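 active = inhibition above a per-campaign cutoff equal to the mean of compounds falling between control-based bounds plus 3 SD, cut at about 20% in these data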;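 also: 0% = DMSO wells while the 100% control is not disclosed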
# DAX1 inh-1: NR0B1 (DAX1) inhibition; P51843; HEK293 Gal4-DAX1 luciferase reporter, luminescence; inhibition, % at 6.75 µM; 0.99% of 340,000 active; AID 504766;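 active = inhibition above the mean over all tested compounds plus 3 SD, cut at about 4.2% in these data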;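 also: 0% = DAX1-transfected cells with DMSO and 100% = empty-vector control cells with DMSO; inhibition shows as a rise in luminescence from relieved DAX1 repression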
# hcDAF-12 act: activates DAF-12 receptor from parasite H. contortus | HEK293 hcDAF-12 lit1-tk-luc reporter, luminescence; 0% DMSO, 100% Δ7-dafachronic acid | activation, % at 6.8 µM | 1.4% of 370,000 active;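 active = activation above the mean of all tested compounds plus 3 SD, cut at about 5.5% in these data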;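 also: 100% = response to 3 µM Δ7-dafachronic acid high control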
# PG9 Ab binder: binds the HIV-1 gp120 antibody PG9 | 0.43% of 360,000 active | TR-FRET gp120-PG9 antibody binding | inhibition, % at 6.7 µM | AID 624416; in the data active = inhibition above about 8.5%
# hgDAF-12 ag: hgDAF-12 agonism, primary luciferase screen; HEK293 GAL4-hgDAF12 UAS-luciferase reporter, agonist luminescence; normalized to butyrate control; activation, % at 6.8 µM; 1.8% of 370,000 active; AID 687014;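 active = activation above a cutoff set at the mean of all screened compounds plus 3 SD, cut at about 10% in these data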;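 also: 0% = DMSO wells and 100% = sodium butyrate wells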
# DAX1 inh-2: blocks DAX1 repression of SF-1 activated StAR promoter | HEK293T StAR-luciferase reporter, SF-1/DAX-1 repression relief | inhibition, % at 6.8 µM | 1.1% of 370,000 active | AID 652010;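 active = inhibition above the mean over all tested compounds plus 3 SD, cut at about 3.6% in these data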;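 also: 0% = DAX-1 cells with DMSO and 100% = cells lacking DAX-1 with DMSO; higher inhibition means more luminescence from relief of DAX-1 repression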
# ssDAF12 agonist: activators of S. stercoralis DAF-12 nuclear receptor. activation, % at 6.8 µM. 1% of 370,000 active. HEK293 ssDAF-12/GRIP1 lit1-tk-luc reporter, luminescence; % of 3 µM dafachronic acid response. AID 652126;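 active = activation above the mean over all tested compounds plus 3 SD, cut at about 0.9% in these data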;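 also: 0% = DMSO-only wells and 100% = 3 µM delta7-dafachronic acid wells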
# ADAM17 inh: ADAM17 inhibition, QFRET primary screen; P78536; recombinant ADAM17, EDANS/DABCYL FRET peptide cleavage; inhibition, % at 6.95 µM; 0.83% of 370,000 active; AID 720648;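 active = inhibition above the mean of compounds lying between control limits plus 3 SD, set per campaign, cut at about 8.5% in these data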;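 also: 0% = DMSO-only wells as the low control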
# The depositor's hits bear a star; x = not tested or not shown.
SMILES	GC-A act	GAA850 FXN act	SMARCA2 act	ADAM10 inh	DAX1 inh-1	hcDAF-12 act	PG9 Ab binder	hgDAF-12 ag	DAX1 inh-2	ssDAF12 agonist	ADAM17 inh
C=CCn1cc(C(=O)c2cc(Br)ccc2O)cc(C#N)c1=O	3	-1.9	-4	1	-1.6	-1.8	1.5	-3.7	-0.7	-2.5	-7
O=C(NCCCn1ccnc1)/C(=C\c1ccco1)NC(=O)c1ccco1	6	1.1	-3	0	0.4	-0.4	0.9	-0.8	0.4	-0.6	4
C[C@H]1CN([C@@H](C)CO)C(=O)Cc2cc(NS(C)(=O)=O)ccc2O[C@@H]1CN(C)Cc1ccc(Cl)c(Cl)c1	2	-0.3	1	7	0.6	-1.8	0.1	-2.5	0.5	-1.0	7
COc1ccc(C2(O)CCN(C(=O)c3c(F)cccc3F)CC2)cc1	-1	2.4	3	3	-0.9	-1.1	-3.6	2.6	-0.4	-1.3	0
CCCCN(C(C)=O)c1ccc2c(c1)C1CC2CCN1C(=O)OCc1ccccc1 (centres undefined)	0	-1.2	-4	-1	-4.7	-5.0	0.2	-4.5	-5.3	-2.4	-2
COc1ccc(NC(=O)c2ccc(C)cc2)cc1	0	2.9	2	-2	-0.9	3.8	-0.8	14*	3.9*	0.8	-4
O=C(COC(=O)CCC(=O)c1cccs1)Nc1cccc(F)c1	5	-1.6	-3	-17	-0.2	0.5	-1.1	-0.5	0.5	-1.1	-3
Cc1ccc(S(=O)(=O)Nc2cc3c(cc2N2CCOCC2)n(C)c(=O)c(=O)n3C)cc1	-6	-0.4	1	-16	0.1	0.9	-2.1	-2.3	-0.5	-0.7	-10
C[N+]1=C2N[C@@H](c3ccccc3)CC(=O)N2/C(=C\c2ccccc2)[C@@H]1Cc1ccccc1	-7	x	x	2	x	-3.5	x	-2.5	x	-2.0	0
O=C(COc1nnnc2ccccc12)N1CCCc2ccccc21	-1	1.3	1	10	-0.2	-1.7	0.2	4.1	-0.3	-0.4	-2
Cc1ccc(S(=O)(=O)NCCCCC(NC(=O)OC(C)(C)C)C(=O)O)cc1 (centres undefined) (tested in a mixture with another compound)	4	0.3	1	6	0.7	-1.1	-2.3	0.6	-0.6	-1.4	-5
CC(CNC(=O)c1ccc2c(c1)OCO2)c1ccc([N+](=O)[O-])cc1 (centres undefined)	-6	0.0	-4	-7	1.0	-2.5	0.0	-1.1	-0.2	-1.4	-3
COc1cc(NC(=O)c2cccc(F)c2)cc(OC)c1OC	-3	2.0	-1	-2	-0.9	-0.8	-0.5	0.3	-0.1	-1.7	-1
CCOC(=O)N1N=C(C)CC1(O)c1ccccc1 (centres undefined)	4	0.5	-2	10	-0.2	-0.6	-2.8	0.5	0.3	-1.7	2
CCn1c(=O)n(CC)c2cc(S(=O)(=O)NCCOc3ccccc3)c(C)cc21	-1	1.3	-3	-2	-0.4	-1.6	-1.0	-2.1	-0.9	-1.5	0

# The list continues.
SMILES	GC-A act	GAA850 FXN act	SMARCA2 act	ADAM10 inh	DAX1 inh-1	hcDAF-12 act	PG9 Ab binder	hgDAF-12 ag	DAX1 inh-2	ssDAF12 agonist	ADAM17 inh
COc1ccccc1NS(=O)(=O)c1cccc(C(=O)NCC(c2ccc(F)cc2)N2CCOCC2)c1 (centres undefined)	-1	-2.5	1	-11	-1.1	0.0	1.5	0.0	-1.4	-1.1	-1
CCOC(=O)N1CCN(CCC(=O)Nc2ccc(OC)cc2)CC1	-1	-1.5	-3	71*	1.5	-0.5	0.4	1.7	-0.8	-0.9	-1
O=C(Cn1cnc2ccccc2c1=O)N1CCN(Cc2ccc(F)cc2)CC1	1	x	-4	4	x	-0.4	x	-0.5	-0.8	-0.8	-2
CCc1cccc(NC(=O)[C@@H]2CCCN2C2=NS(=O)(=O)c3ccccc32)c1	-1	0.2	-1	-8	0.3	-0.1	0.4	-2.5	-0.2	-1.0	0
O=C1C2C3CCC(O3)C2C(=O)N1c1cc(OCC(F)F)cc([N+](=O)[O-])c1 (centres undefined)	0	-0.3	-1	4	1.4	-1.0	-3.0	-2.4	-0.7	0.0	-3
O=C(Nc1cc(S(=O)(=O)N2CCCC2)ccc1OCC(F)(F)F)c1ccncc1	-1	-1.1	-2	-14	1.6	0.1	0.8	1.7	1.1	-1.1	-2
Cc1ccc(N2C(=O)C(CC(=O)Nc3cccc(F)c3)N(CCc3ccncc3)C2=O)cc1 (centres undefined)	-4	1.9	0	6	-0.4	-1.4	-1.6	-1.6	-0.3	-2.0	1
COc1cc(C(=O)NCC(=O)N/N=C/c2c(C)[nH]c3ccccc23)cc(OC)c1OC	5	0.7	1	-2	3.1	-1.2	-1.8	-0.3	0.1	-0.9	0
COc1ccc(CC(=O)NNC(=O)c2ccccc2)cc1OC	2	1.7	0	-4	-1.0	-0.8	-1.4	0.3	1.1	-1.4	0
CCOC(=O)C1=C(CC)Nc2ccccc2N=C1NC(=O)CCN1C(=O)C2CCCCC2C1=O (centres undefined)	-7	-4.0	-5	-12	-0.9	-1.9	-1.4	-0.5	-0.9	-1.8	-8
Cc1ccc([N+](=O)[O-])cc1S(=O)(=O)N1CCCC1	0	4.1	-3	1	-1.7	-1.2	-0.5	-1.6	0.6	-1.1	-4
CCCCn1c(N)c(N(CC)C(=O)c2ccccc2C)c(=O)[nH]c1=O	-1	0.9	1	-7	-1.7	-0.1	-0.8	3.6	0.2	-1.1	-2
COc1ccc(CCNCC(O)COc2cccc(Br)c2)cc1OC (centres undefined)	-7	-0.3	1	-3	1.0	-1.3	1.5	-2.8	-0.3	-0.9	-5
CN1CC[C@@H]2C(=O)N3CCc4ccc(Br)cc4[C@@H]3C[C@@H]21	-3	-0.1	-1	-146	-1.0	0.1	-1.2	4.5	0.6	-0.9	-44
Cc1cc(-c2nnc(CCC(=O)N3CCN(Cc4cccc(F)c4)CC3)o2)c(C)o1	1	4.2	0	0	6.3*	-0.3	-3.5	-0.7	0.5	-0.1	0

# Carrying on:
SMILES	GC-A act	GAA850 FXN act	SMARCA2 act	ADAM10 inh	DAX1 inh-1	hcDAF-12 act	PG9 Ab binder	hgDAF-12 ag	DAX1 inh-2	ssDAF12 agonist	ADAM17 inh
CCOC(=O)c1ccc(Oc2cc(C)nc(Cl)n2)cc1	0	-0.2	0	-3	-2.7	-1.9	0.2	0.6	-1.4	-1.1	0
O=[N+]([O-])c1cc(-c2cnc3ccccc3n2)ccc1Cl	1	3.3	3	-3	2.7	1.6	-1.9	4.2	1.6	-0.5	-1
COc1ccc(N(CC(=O)NCCc2ccccc2)C(=O)CCC(=O)Nc2ccccn2)cc1	-3	0.4	1	-3	-0.7	1.0	-3.9	1.4	0.2	-0.8	-3
O=C(NCc1cccs1)C1C2C=CC3(CN(Cc4ccccc4)C(=O)C13)O2 (centres undefined)	3	x	3	-4	x	1.3	x	-1.4	0.1	-1.0	6
CC(=O)c1c(C)[nH]c(C(=O)COc2cc(C)ccc2C(C)C)c1C	-3	-6.5	-3	4	-3.6	-3.9	-0.4	-7.6	-2.5	-2.8	-1
COC(=O)c1ccccc1NC(=O)CSc1nccc(C)n1	2	0.7	-3	-7	-0.8	-1.5	0.3	-1.7	0.4	-1.8	-5
CC1(C(=O)Nc2cccc3ncccc23)CCN1C(=O)Cc1ccc(-c2ccccc2)cc1 (centres undefined)	13	0.5	-5	-13	x	-0.9	0.5	-7.2	-3.0	-1.6	-4
Cc1ccc(S(=O)(=O)N2CCN(C(=O)COC(=O)/C=C/c3ccc([N+](=O)[O-])cc3)CC2)c(C)c1	-3	0.1	-3	-8	1.0	-1.2	-2.2	-0.3	-0.3	0.2	-3
c1ccc(CNc2nc(-c3cccnc3)cs2)cc1	0	4.6	2	6	0.7	0.4	0.4	11*	0.0	-1.0	2
CC(C)C[C@H]1COc2cccc(N3CCC[C@H]3CO)c2S(=O)(=O)N1	7	x	-3	-2	x	-1.3	1.0	0.1	1.2	-1.0	-3
COc1ccc(CCC(=O)OCC(=O)Nc2ccccc2OC(F)F)cc1OC	5	1.2	-1	0	-0.6	-2.2	-0.5	-2.6	-0.2	-1.1	3
COc1cccc(CN2C(=NC(=O)CCC3CCCC3)SC3CS(=O)(=O)CC32)c1 (centres undefined)	-5	1.0	-4	-4	0.5	1.3	1.5	-0.4	1.0	-1.6	-8
Cc1cc2nc(/C(C#N)=C/c3ccncc3)[nH]c2cc1C	8	2.9	4	-9	2.7	2.1	-3.3	8.8	1.0	-0.6	-10
COCCN(C(=O)CNC(=O)c1ccco1)C(C(=O)NC1CCCCC1)c1cccnc1 (centres undefined)	-2	1.5	-1	5	-0.3	0.0	1.6	1.7	0.0	-1.1	-4
O=C(COC(=O)c1cccc(Br)c1)NC1CCCCCCC1	-8	0.2	-3	3	0.1	-0.4	0.3	-0.3	1.1	-1.5	1

# One compound at a time (already shown). Order of values: GC-A act, GAA850 FXN act, SMARCA2 act, ADAM10 inh, DAX1 inh-1, hcDAF-12 act, PG9 Ab binder, hgDAF-12 ag, DAX1 inh-2, ssDAF12 agonist, ADAM17 inh
# `CC1(C(=O)Nc2cccc3ncccc23)CCN1C(=O)Cc1ccc(-c2ccccc2)cc1` (centres undefined) across the screens: 13, 0.5, -5, -13, x, -0.9, 0.5, -7.2, -3.0, -1.6, -4
# `Cc1ccc(S(=O)(=O)N2CCN(C(=O)COC(=O)/C=C/c3ccc([N+](=O)[O-])cc3)CC2)c(C)c1` across the screens: -3, 0.1, -3, -8, 1.0, -1.2, -2.2, -0.3, -0.3, 0.2, -3

# More structures:
SMILES	GC-A act	GAA850 FXN act	SMARCA2 act	ADAM10 inh	DAX1 inh-1	hcDAF-12 act	PG9 Ab binder	hgDAF-12 ag	DAX1 inh-2	ssDAF12 agonist	ADAM17 inh
S=C1NCCNC(=S)NCCOCCN1	1	2.1	2	-1	2.0	-0.9	-0.6	0.6	-0.1	-0.4	-2
CCC1CCCCN1C(=O)N[C@@H](Cc1ccccc1)C(=O)O (some centres undefined)	6	2.1	-2	10	1.0	-0.2	-2.7	2.1	0.2	-1.0	2
CCCNC(=O)C1(C)CCCN(C(=O)c2oc3ccccc3c2C)C1 (centres undefined)	-5	1.1	-2	2	x	-1.7	-0.1	1.9	0.1	-1.7	0
C/C(N)=C(/C#N)C(=O)COC(=O)CCSc1ccccc1Cl	19	-0.3	4	1	-0.2	-1.9	1.1	-3.5	-0.2	-1.1	3
CCOc1ccc(NC(=O)CN2CCN(CC(=O)Nc3ccc(F)cc3)CC2)cc1	-1	-1.9	0	4	-0.4	-0.9	1.4	0.2	-0.8	-1.1	-6
CC1(NC(=O)CCc2nc3sc4c(c3c(=O)[nH]2)CCCC4)CCS(=O)(=O)C1 (centres undefined)	-3	0.2	2	-12	-0.8	0.2	-1.1	-2.2	-0.7	-0.6	-9
CCCS(=O)(=O)Nc1ccc(N2CCCCC2)c(S(=O)(=O)Nc2ccccc2OC)c1	-2	7.8*	-3	16	1.3	-0.5	-2.6	-1.4	0.7	-1.3	5
NNC(=O)c1cccc(S(=O)(=O)Nc2cc(Cl)ccc2Cl)c1	3	2.8	-2	6	2.7	-3.4	0.4	1.9	0.5	-1.2	1
COCCCNc1nc2ccccc2nc1NS(=O)(=O)c1ccc(Cl)cc1	2	2.4	-1	-3	-1.2	-1.1	-1.0	0.5	-0.2	-1.5	-3
CC(NC(=O)c1ccc(OC2CCN(Cc3ccccn3)CC2)cc1)c1ccccc1 (centres undefined)	0	0.1	0	2	-0.9	-1.5	-1.5	-2.1	-1.7	-1.9	-2

# Compounds as they come; overall some 6.8% were active at least once.
